Screens from PubChem.
b-catenin transl = modulators of beta-catenin nuclear translocation. HeLa beta-catenin nuclear translocation, immunofluorescence imaging. nuclear translocation activity, % at 5 µM. 0.3% of 190,000 active;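 active means nuclear translocation activity above 50% at 5 µM, with a well cell count of 50 or more; inconclusive means wells under 50 cells across six images, flagged as toxic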;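 further: per-cell ratio of nuclear to cytoplasmic median beta-catenin stain intensity; plate controls were DMSO negative control for no effect and GSK-3 inhibitor IX positive control for full effect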
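Test system: HeLa cells, endogenous beta-catenin; Compound: single 5 µM dose plus 0.02–20 µM confirmation series; Times: compound exposure 24 h at 37°C; Signal: fluorescence imaging of beta-catenin antibody stain plus DAPI; Read-out: % activation, nuclear-to-cytoplasmic median beta-catenin signal ratio per cell.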
Yfh1-off respiration = mitochondrial function rescue without frataxin homolog – Friedreich's ataxia, plus single-dose screen, dose response (AID 1465); 0.074% of 220,000 active; S. cerevisiae Yfh1-off respiration, WST-1 reduction, 72 h; higher fold induction means a stronger effect; one-dose fold induction at 50 µM; EC50 in µM for titrated hits;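 active means fold induction of absorbance versus untreated yeast above a set limit, then at least 30% activation at any dose in follow-up; inconclusive means repeats straddling the limit, or above it without dose testing; inactive means fold induction below the set limit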;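 further: activators that raise dye reduction in frataxin-depleted yeast; strong numbers were not always called active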
P. falciparum M1AAP = malaria alanyl aminopeptidase activity blockers – biochemical, fluorogenic H-Leu-NHMec substrate, 1536-well (AID 1445); 0.42% of 220,000 active; recombinant M1AAP, H-Leu-NHMec fluorogenic kinetic assay; higher % means a stronger effect; one-dose inhibition, % at 30 µM; IC50 in µM for titrated hits;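 active means primary inhibition above the hit cutoff, then over 50% inhibition at one or more dose response concentrations, cut at about 23% in these data, passing the limit was not always enough; inconclusive means conflicting primary data, or primary hits not chosen for dose response; inactive means low primary inhibition, or under 50% at every dose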;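 further: plate controls were DMSO full reaction for no effect and no enzyme background for full effect; strong numbers were not always called active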
Autophagy mod = autophagy modulation, high-content screen; 0.98% of 190,000 active; calls only at 10 µM (by protocol); MEF GFP-LC3 puncta imaging; test concentration mostly 10 µM; AID 463193;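 active means percentage of spot-positive cells more than 3 SD above its plate mean, without a fluorescence outlier flag or 80% toxicity; inconclusive means no clear call, values can overlap the other calls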;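 further: spot-positive cell cutoff set from DMSO-treated cells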
MT stabilize HCS = stabilizes microtubules in HeLa cells; HeLa tubulin immunostaining HCS, 24 h; share of cells brighter than vehicle mean+2SD; % tubulin-high responders, % at 10 µM; 0.83% of 200,000 active; AID 2205;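 active means plate Z-score above 3 for both tubulin-high and condensed-nucleus cell shares, with cell loss under 80%, at 10 µM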;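 further: anti alpha tubulin signal scored within the nucleus-defined area of each cell; some results filed as inactive read as strong as hits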
WT yeast gro inh = growth inhibition of WT yeast, mitochondrial fusion screen | mitochondrial fusion phenotypic screen, WT strain | 2.1% of 190,000 active | inhibition, % at 10 µM; in the data active means inhibition above about 58%; tested in S. cerevisiae
T cell modulator = modulates CD8 T cell binding to vesicles; calls only at 7 µM; AID 2052; 2C CD8+ T cell-vesicle binding, flow cytometry; active compounds read low; 0.068% of 330,000 active;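 active means response, share of CD8 T cells binding vesicles, and their 90th percentile fluorescence all below set limits, cut at about 80% in these data, passing the limit was not always enough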
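Benchmarks: naked versus QL9-loaded vesicles / Assay system: purified 2C TCR transgenic mouse naive CD8+ T cells / Technique: high-throughput flow cytometry with anti-B7-1 and anti-CD8 staining / Timing: Cell–vesicle co-incubation 1.5 h at 37 °C, staining 20 min on ice / Read-out: percent CD8+ FL2 mean versus row control / Probe or stimulus: QL9-loaded Drosophila micro-vesicles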
Dynein transport = blocks dynein driven cargo transport along microtubules; 3617.4 mouse cells, GR-EGFP nuclear translocation imaging; test concentration mostly 20 µM; stimulated with dexamethasone, 1 µM; active compounds read low; z-score, hits read low; 0.47% of 220,000 active; AID 1381;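 active means plate z-score of nuclear minus cytoplasmic receptor signal below a set negative limit, without overly bright fluorescence or cell loss, cut at about -3.5 in these data, passing the limit was not always enough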;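 further: z-score of nuclear minus cytoplasmic ring GR-EGFP intensity difference per well; some compounds called inactive have numbers as strong as hits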
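Buffer or medium: tet-free medium with charcoal-stripped serum / Also added: dexamethasone agonist, 1.0 µM final, for 30 min / Timing: induction 48 h, compound 1 h, agonist 30 min / Measured by: high-content fluorescence imaging after fixation / Read-out: nuclear-to-cytoplasmic GR-EGFP distribution per well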
M17LAP inhibition = P. falciparum M17LAP inhibitors, primary screen, biochemical, fluorogenic H-Leu-NHMec substrate, 1536-well (AID 1619). recombinant M17LAP, H-Leu-NHMec fluorogenic kinetic assay; higher % means a stronger effect. inhibition, % at 30 µM; hits with a dose series show IC50 in µM. 0.38% of 220,000 active;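 active means compound inhibiting the enzyme by more than half at any dose during confirmatory dose-response retesting; inconclusive means strong single-dose inhibitors picked by rank but not retested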;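 further: plate controls were full reaction with DMSO carrier for no effect and no enzyme background for full effect; strong numbers were not always called active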
WT yeast gro inh mutant strain = recorded beside WT yeast gro inh, whose call it bears; inhibition, %; mitochondrial fusion phenotypic screen, mutant strain inhibition
Dynein transport cytoplasmic EGFP = further read-out of Dynein transport, marked with its call; z-score; measured here: cytoplasmic GR-EGFP intensity; active compounds read high
Dynein transport nuclear GR-EGFP = recorded beside Dynein transport, whose call it bears; z-score; measured here: nuclear GR-EGFP intensity;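 lower value marks the stronger effect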
Dynein transport cell count = second read-out of Dynein transport, no call of its own (marks repeat the call); z-score; measured here: cell count per field
b-catenin transl cell count 5 µM = also measured in b-catenin transl; calls as there; cell count; measured here: cell count, cytotoxicity flag
T cell modulator vesicle-bound % = also measured in T cell modulator; calls as there; double positive events, %; measured here: CD8+ vesicle-bound cell fraction;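 binding gate set so that unloaded-vesicle control wells show 10% double positive cells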
MT stabilize HCS Hoechst-high % = recorded beside MT stabilize HCS, whose call it bears; % Hoechst-high responders; measured here: nuclear condensation Hoechst responders;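 share of cells brighter than vehicle mean plus two SD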
MT stabilize HCS cytotoxicity % = also measured in MT stabilize HCS; calls as there; toxicity, %; measured here: cytotoxicity by cell density;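 0% = mean cell density of plate MIN control wells and 100% = no cells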
Autophagy mod cell loss 18 h = recorded beside Autophagy mod, whose call it bears; toxicity, %; measured here: cell loss, nuclei count;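 cell loss after 18 h compound exposure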
* hit, by the source's call; i = inactive; u = inconclusive; x = not tested or not shown.

Values run as follows: b-catenin transl	b-catenin transl cell count 5 µM	Yfh1-off respiration	P. falciparum M1AAP	Autophagy mod	Autophagy mod cell loss 18 h	MT stabilize HCS	MT stabilize HCS Hoechst-high %	MT stabilize HCS cytotoxicity %	WT yeast gro inh	WT yeast gro inh mutant strain	T cell modulator	T cell modulator vesicle-bound %	Dynein transport	Dynein transport cytoplasmic EGFP	Dynein transport nuclear GR-EGFP	Dynein transport cell count	M17LAP inhibition
CC1CCc2ccc(F)cc2N1S(=O)(=O)c1cccs1 (stereo unspecified)
    -1.4	1120	i	3%	i	14	9.4	4.3	6.6	6	9	i	59	1.1	-0.25	0.52	-0.11	-8%
COc1ccc(CC(=O)NC2CCN(Cc3nnnn3C(C)(C)C)CC2)cc1OC
    -2.5	1186	i	9%	i	-1	3.9	1.4	4.0	-10	-9	i	49	0.68	-0.18	0.46	-0.77	4%
CC(C)(C)c1ccc(SCCc2cccnc2)cc1
    -1.4	1176	i	5%	x	x	x	x	x	x	x	i	4	0.77	-0.17	0.28	-0.42	-3%
CCn1c(SCC(=O)N/N=C/C(C)=C\c2ccco2)nnc1-c1ccccc1
    0.4	551	i	19%	i	-1	7.5	3.9	1.9	-3	-4	i	38	0.53	-0.046	0.68	-0.81	13%
CC(Sc1ccc(Cl)cc1)C(=O)NCc1ccc2c(c1)OCO2 (stereo unspecified)
    2.0	1117	i	6%	i	-7	1.8	0.7	3.3	-1	-3	i	45	0.73	0.053	0.59	-0.56	-2%
Fc1ccc(Cn2nnc(-c3ccc(CN4CCOCC4)cc3)n2)cc1
    -0.7	958	i	3%	i	5	2.1	1.6	18	23	36	i	4	0.36	-0.2	0.33	-0.0025	1%
COc1cc(NC(=O)CSc2nc(C)cc(C)n2)cc(OC)c1OC
    -3.7	965	i	12%	i	-13	2.1	2.5	12	5	18	i	8	0.34	0.66	1	-1.7	6%
BrC(=C\c1ccccc1)/C=N/Nc1ccc2nncn2n1
    1.3	1340	i	11%	x	x	x	x	x	x	x	i	33	-0.33	-0.14	0.27	0.77	6%
CCOC(=O)c1sc(NC(=O)CCN2CCCCCC2)c(C(=O)OCC)c1C
    -3.3	1153	u	3%	i	3	1.9	2.2	5.5	22	9	i	56	2.1	0.36	1.7	-2.5	20%
O=C1N=c2ccccc2=C1c1sc(=S)n(NC(=O)c2cccc(O)c2)c1O
    -5.1	1041	i	4.1µM*	i	4	1.9	2.1	8.1	-14	-12	x	x	-0.1	-0.3	0.31	-0.28	74%
CN1CCc2cc3c(c4c2[C@H]1[C@H](O)c1ccccc1-4)OCO3
    x	x	i	4%	i	18	2.8	1.5	5.1	34	7	x	x	-1	-0.3	-0.078	0.59	9%
O=C1NCCCCC1NC1CC(=O)N(c2ccccc2)C1=O (stereo unspecified)
    -7.9	949	i	3%	i	-3	3.5	3.6	6.7	6	21	i	62	0.16	0.029	0.42	-0.14	-1%
CCOC(=O)CSc1ccc(C(=O)Nc2ccc(Cl)cc2)cn1
    -6.1	1177	i	9%	i	16	3.6	2.4	4.0	7	1	i	49	0.97	-0.21	1.3	-1.2	4%
CCCCNC(=S)N=Nc1c(O)n(Cc2ccccc2)c2ccccc12
    -0.7	1047	i	9%	i	-3	3.6	1.0	2.3	18	4	i	43	1.8	-0.2	0.99	-0.61	8%
O=C(N/N=C/c1cccc(C(F)(F)F)c1)C1CCN(c2ncc(C(F)(F)F)cc2Cl)CC1
    x	x	i	-3%	i	28	1.8	1.4	2.0	14	8	i	50	-0.58	-0.096	-0.55	0.63	-6%
COc1cccc(-c2nc3ccccc3c(=O)o2)c1
    x	x	i	1%	i	-11	0.9	1.3	6.3	-1	-1	i	42	-0.93	0.28	-0.15	-0.43	17%
O=C(CSc1ncc(-c2ccc(F)cc2)n1Cc1ccco1)Nc1nccs1
    -0.4	1207	i	-10%	i	-21	2.5	1.5	4.9	-4	-31	i	43	0.24	-0.17	0.14	0.33	-6%
CC1CN(S(=O)(=O)c2ccc(C(=O)Nc3nccs3)cc2)CC(C)O1 (stereo unspecified)
    -1.5	1326	i	4%	x	x	x	x	x	x	x	i	20	0.53	-0.24	0.18	-0.63	-4%
CCOCCCNC(=S)NCCCNc1nc2c(C)cc(C)cc2cc1C#N
    -0.6	1004	i	4%	i	1	2.0	0.7	4.8	31	8	x	x	-0.55	-0.34	-0.28	1	-51%
Cc1cc([N+](=O)[O-])ccc1NC1CCCC1
    -0.9	945	i	7%	i	7	2.5	1.7	8.5	7	7	i	45	-0.22	-0.19	0.051	-0.11	-7%
O=S(=O)(c1cccc(S(=O)(=O)N2CCN(c3ncccn3)CC2)c1)N1CCOCC1
    0.1	1079	i	3%	i	12	4.3	1.4	4.2	-7	-15	i	56	-0.74	-0.041	-0.064	0.99	-6%
Cc1ccc(SC(C)c2nc(-c3ccccc3)no2)cc1 (stereo unspecified)
    x	x	i	8%	i	-8	3.7	1.4	3.5	2	-4	i	41	0.25	-0.048	0.18	-0.85	8%
Cc1nc2ccc(NC(=O)c3nn(C(C)C)c(=O)c4ccccc34)cc2s1
    -0.3	1141	i	-1%	i	26	4.8	2.3	11	3	16	i	52	1.1	-0.13	0.76	-1.1	1%
COc1ccc(CN(CC2CCC(C(=O)O)CC2)C(=S)Nc2cc(C)cc(C)c2)cc1 (stereo unspecified)
    -0.8	1109	i	1%	i	41	2.1	1.1	3.2	3	9	i	58	-0.27	-0.29	0.07	0.0026	-4%
N#Cc1ccc(NC(=O)COC(=O)C2Cc3ccccc3CN2C(=O)c2ccccc2)cc1 (stereo unspecified)
    2.4	987	i	0%	i	0	1.7	2.2	8.4	-9	10	i	3	-0.27	-0.06	0.077	0.94	1%
O=c1c2c3c(sc2n(CCN2CCCC2)c(=O)n1Cc1ccccc1)CCCCC3
    0.3	1338	i	4%	x	x	x	x	x	x	x	i	35	-0.92	-0.87	-0.81	0.53	-3%
S=C1NC(c2cccs2)=CC(c2ccc(Br)cc2)N1 (stereo unspecified)
    -2.4	564	i	-1%	i	1	4.8	2.1	10.0	72*	42*	i	40	0.026	-0.22	-0.19	0.24	0%
COc1cccc(C(=O)N2CCN(C(=O)c3cccc(F)c3)CC2)c1
    4.2	437	i	3%	i	0	1.6	1.8	9.4	-4	-11	i	61	-0.53	-0.21	-0.046	0.084	-12%
CCOC(=O)CC(N)c1ccc(OC)cc1 (stereo unspecified)
    0.7	1162	i	5%	i	38	1.8	1.0	7.5	14	6	i	39	-0.54	-0.26	0.31	0.1	5%

Arranged by count of non-hydrogen atoms (largest number first): eight of the compounds above.
Values run as follows: b-catenin transl	b-catenin transl cell count 5 µM	Yfh1-off respiration	P. falciparum M1AAP	Autophagy mod	Autophagy mod cell loss 18 h	MT stabilize HCS	MT stabilize HCS Hoechst-high %	MT stabilize HCS cytotoxicity %	WT yeast gro inh	WT yeast gro inh mutant strain	T cell modulator	T cell modulator vesicle-bound %	Dynein transport	Dynein transport cytoplasmic EGFP	Dynein transport nuclear GR-EGFP	Dynein transport cell count	M17LAP inhibition
N#Cc1ccc(NC(=O)COC(=O)C2Cc3ccccc3CN2C(=O)c2ccccc2)cc1 (stereo unspecified)
    2.4	987	i	0%	i	0	1.7	2.2	8.4	-9	10	i	3	-0.27	-0.06	0.077	0.94	1%
O=c1c2c3c(sc2n(CCN2CCCC2)c(=O)n1Cc1ccccc1)CCCCC3
    0.3	1338	i	4%	x	x	x	x	x	x	x	i	35	-0.92	-0.87	-0.81	0.53	-3%
O=C(CSc1ncc(-c2ccc(F)cc2)n1Cc1ccco1)Nc1nccs1
    -0.4	1207	i	-10%	i	-21	2.5	1.5	4.9	-4	-31	i	43	0.24	-0.17	0.14	0.33	-6%
Cc1nc2ccc(NC(=O)c3nn(C(C)C)c(=O)c4ccccc34)cc2s1
    -0.3	1141	i	-1%	i	26	4.8	2.3	11	3	16	i	52	1.1	-0.13	0.76	-1.1	1%
COc1cccc(C(=O)N2CCN(C(=O)c3cccc(F)c3)CC2)c1
    4.2	437	i	3%	i	0	1.6	1.8	9.4	-4	-11	i	61	-0.53	-0.21	-0.046	0.084	-12%
Cc1ccc(SC(C)c2nc(-c3ccccc3)no2)cc1 (stereo unspecified)
    x	x	i	8%	i	-8	3.7	1.4	3.5	2	-4	i	41	0.25	-0.048	0.18	-0.85	8%
S=C1NC(c2cccs2)=CC(c2ccc(Br)cc2)N1 (stereo unspecified)
    -2.4	564	i	-1%	i	1	4.8	2.1	10.0	72*	42*	i	40	0.026	-0.22	-0.19	0.24	0%
Cc1cc([N+](=O)[O-])ccc1NC1CCCC1
    -0.9	945	i	7%	i	7	2.5	1.7	8.5	7	7	i	45	-0.22	-0.19	0.051	-0.11	-7%
